SKKanGAS inh = SKKanGAS growth inhibition. S. pyogenes SKKanGAS, kanamycin growth, BacTiter-Glo, 6 h. inhibition, % at 7.5 µM. actives 1.3% (n = 300,000);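 active = mean replicate score, as percent of positive control median, at least 50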;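 also: strain carries kanamycin resistance gene driven by streptokinase promoter and grows in 40 µg/ml kanamycin; loss of luminescence reflects streptokinase promoter inhibition or plain growth inhibition; 0% = median of DMSO wells and 100% = positive control at its reference dose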
MrgX1 agonist = activates human MrgX1 receptor signaling; actives 0.44% (n = 310,000); AID 588627; B-score at 10 µM; MrgX1-HEK293 cells, Fluo-4 calcium fluorescence, agonist mode; stronger effect = higher value; Q96LB2;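 active = calcium response B-score plate-corrected fluorescence ratio at least 3 library SD, with starting fluorescence B-score inside 5 SD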
Target sequence (Q96LB2 whole entry, looked up): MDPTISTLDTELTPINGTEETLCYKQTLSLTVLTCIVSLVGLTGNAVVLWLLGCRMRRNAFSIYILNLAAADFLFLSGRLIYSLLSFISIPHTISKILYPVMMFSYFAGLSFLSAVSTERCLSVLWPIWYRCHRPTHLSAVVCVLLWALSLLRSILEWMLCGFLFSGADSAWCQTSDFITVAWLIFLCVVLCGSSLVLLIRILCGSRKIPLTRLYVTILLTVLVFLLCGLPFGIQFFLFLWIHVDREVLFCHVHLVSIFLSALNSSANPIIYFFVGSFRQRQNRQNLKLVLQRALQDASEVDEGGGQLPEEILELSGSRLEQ
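System: HEK293 cells stably expressing human MrgX1 receptor; Dosing: test compound in the initial addition of three; Schedule: overnight plating, then 30 min 37 °C plus 30 min room-temperature dye loading; Detection: kinetic calcium dye fluorescence, Fluo-4 NW; Controls: per-plate positive and negative controls for Z′ factor.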
MrgX1 allo act = allosterically activates human MrgX1 receptor signaling | MrgX1-HEK293, Fluo-4 calcium flux, FDSS; stronger effect = higher value | B-score at 10 µM | AID 588675 | actives 0.63% (n = 310,000);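 active = plate-corrected calcium response at least 3 library SD above typical, normal starting fluorescence, not activating the receptor alone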;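 also: compound read alongside a low EC10 to EC30 dose of BAM8-22 agonist; peak minus trough fluorescence over baseline measured at the second addition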
RGS4 act = potentiators or activators of RGS4; B-score at 10 µM; HEK293 M3R/inducible RGS4, carbachol calcium flux Fluo4; stronger effect = lower value; AID 463111; actives 0.92% (n = 310,000);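 active = B-score of the integrated calcium signal more than 4 SD below the library mean, with starting fluorescence not abnormally high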;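 also: negative B-score means reduced calcium response which marks RGS4 activation or potentiation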
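Detection: kinetic calcium fluorescence imaging with Fluo4-AM dye, 2 µM / Material: HEK293 cells with stable M3R and inducible RGS4 / Schedule: recording 10 s baseline at 1 Hz, 100 s post-agonist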
TMEM16A inh = mouse TMEM16A channel inhibition, primary screen. HEK293 TMEM16A/YFP iodide influx fluorescence, ionomycin. normalized B-score (activity score, 25-100; higher = stronger inhibition) at 10 µM. actives 1.2% (n = 310,000). AID 588511;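 active = ratio plate-corrected score three or more library SD toward inhibition, starting fluorescence score within five deviations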;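 also: score derived from kinetic fluorescence span divided by baseline fluorescence per well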
TRPC6 inhibitor = inhibitors of mouse TRPC6 channel; B-score at 10 µM; HEK293-TRPC6, membrane potential dye, ACh-evoked depolarization; stronger effect = lower value; Q61143; AID 2553; actives 1.1% (n = 310,000);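 active = B-score under library mean minus 3 SD, initial fluorescence not abnormally high, positive integrated signal ratio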;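 also: B-score derived from integrated fluorescence ratio over the kinetic read; more negative B-score means stronger inhibition of depolarization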
RGS4 inh = inhibitors of human RGS4 | P49798 | actives 0.45% (n = 310,000) | HEK293 M3R/RGS4 inducible, Fluo-4 calcium flux; stronger effect = higher value; triggered by carbachol at its EC20 | B-score at 10 µM;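 active = B-score, a plate-corrected calcium signal, over three deviations above library mean, with baseline fluorescence within five deviations of library mean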;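 also: RGS4 expression induced by doxycycline in cells with stable M3 receptor; B-score is computed from the integrated fluorescence ratio over baseline after carbachol; higher B-score means a larger calcium signal and so more RGS4 inhibition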
Target sequence (P49798 whole entry, looked up): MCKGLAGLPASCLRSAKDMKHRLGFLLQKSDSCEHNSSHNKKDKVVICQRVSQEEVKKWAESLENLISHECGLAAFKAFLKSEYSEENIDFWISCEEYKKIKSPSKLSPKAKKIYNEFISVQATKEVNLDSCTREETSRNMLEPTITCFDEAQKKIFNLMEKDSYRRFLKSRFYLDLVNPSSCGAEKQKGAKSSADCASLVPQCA
HDAC3 inhib = inhibitors of human histone deacetylase 3 | O15379 | recombinant HDAC3, fluorogenic peptide/trypsin coupled, fluorescence | inhibition, % at 8.3 µM | actives 0.15% (n = 320,000) | AID 2718; in the data active = inhibition above about 26%, passing the limit was not always enough
Target sequence (O15379 whole entry, looked up): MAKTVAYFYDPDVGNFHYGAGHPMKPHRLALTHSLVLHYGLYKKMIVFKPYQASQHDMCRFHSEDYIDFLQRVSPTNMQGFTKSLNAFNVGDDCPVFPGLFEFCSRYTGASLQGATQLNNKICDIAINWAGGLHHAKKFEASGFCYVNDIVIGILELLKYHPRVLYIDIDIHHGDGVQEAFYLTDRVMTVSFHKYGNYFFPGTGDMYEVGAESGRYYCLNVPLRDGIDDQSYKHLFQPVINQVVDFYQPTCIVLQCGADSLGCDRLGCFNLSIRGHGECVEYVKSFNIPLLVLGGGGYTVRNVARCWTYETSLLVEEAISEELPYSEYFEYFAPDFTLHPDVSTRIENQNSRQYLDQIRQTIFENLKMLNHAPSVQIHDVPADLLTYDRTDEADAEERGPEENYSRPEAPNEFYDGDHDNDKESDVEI
MrgX1 antag = human MrgX1 receptor antagonism, primary screen; MRGX1-HEK293 calcium flux, Fluo-4, BAM8-22 antagonism; stronger effect = lower value; B-score at 10 µM; actives 1.3% (n = 310,000); Q96LB2;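 active = calcium-response B-score plate-corrected more than 3 library SD below zero, starting fluorescence within 5 deviations, no agonist response on first addition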;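 also: peak minus trough fluorescence over baseline after final BAM8-22 challenge near maximal dose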
ANO1 activ = activates or potentiates the mouse TMEM16A chloride channel. Q8BHY3. HEK293 TMEM16A/YFP-H148Q/I152L, iodide quench fluorescence; stronger effect = lower value. B-score at 10 µM. actives 0.3% (n = 340,000);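 active = fluorescence-ratio B-score plate-corrected deviation score at least 3 library SD below zero, with starting fluorescence score within 5 deviations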;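 also: channel opened by trigger with iodide after compound preincubation; score built on the fluorescence ratio of max minus min over baseline; more negative score means more quench and so TMEM16A activation or potentiation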
TRPC6 activator = mouse TRPC6 channel activation. Q61143. HEK293-TRPC6 membrane potential dye fluorescence; stronger effect = higher value. B-score at 10 µM. actives 0.13% (n = 310,000);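 active = B-score of the integrated fluorescence ratio above library mean plus 3 SD, and starting fluorescence ratio within library mean plus 5 SD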;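 also: higher score means more depolarization so channel activation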
* = called active by the depositor; i = inactive; . = no result given.

SMILES	SKKanGAS inh	MrgX1 agonist	MrgX1 allo act	RGS4 act	TMEM16A inh	TRPC6 inhibitor	RGS4 inh	HDAC3 inhib	MrgX1 antag	ANO1 activ	TRPC6 activator
Cc1ccccc1C(=O)NC(CC(C)C)C(=O)OCc1cc(=O)n2cc(Br)ccc2n1 (centres undefined)	1.5	i	i	i	i	i	i	-0.3	i	i	i
CCS(=O)(=O)N1CCC(C(=O)c2ccc(Cl)cc2)CC1	-0.9	i	i	i	i	i	i	-5.7	i	i	i
COc1cc(/C=C2\SC(N)=NC2=O)cc(Cl)c1O	2.9	29.9*	i	i	i	i	i	-2.5	i	i	i
Cc1c(NC(=O)CSc2ccccn2)c(=O)n(-c2ccccc2)n1C	6.2	i	i	i	i	i	i	1.8	i	i	i
CSCC[C@H](NC(=O)COc1ccc(Cl)cc1)c1nc2ccccc2[nH]1	5.0	i	i	i	i	i	i	2.0	i	i	i
COc1ccc2c(c1)c1ncn(CCc3ccccc3)c(=O)c1n2C	-5.4	i	i	i	i	i	i	-18.0	i	i	i
O=C(OCc1ccc([N+](=O)[O-])cc1)c1cc([N+](=O)[O-])ccc1N1CCOCC1	-0.2	i	i	i	i	i	i	.	i	i	i
CC(=O)c1cn(C)c(=O)c2ccccc12	3.1	i	i	i	i	i	i	1.1	i	i	i
Cc1cc(NC(=O)COc2ccc(F)c(Cl)c2)no1	0.3	i	i	i	i	i	i	-7.2	i	i	i
Nn1c(SCC(=O)Nc2cccc(C(F)(F)F)c2)nncc1=O	-3.3	i	i	i	i	i	i	-8.6	i	i	i
COc1ccc(OCC(=O)NNC(=O)c2cccc(S(=O)(=O)N(C)C)c2)cc1	-1.7	i	i	i	i	i	i	-0.2	i	i	i
COc1cc(C(=O)NCc2cc3ccccc3n2C)cc(OC)c1OC	0.9	i	i	i	i	i	i	6.8	i	i	i
CC(C)c1nc(SCC(=O)Nc2ccc3c(c2)OCCO3)c2c(=O)n(C)c(=O)n(C)c2n1	-1.3	i	i	i	i	i	i	-10.6	i	i	i
Cc1ccc(NC(=S)/N=C(\N)Nc2nc(C)c3cc(C)ccc3n2)c(C)c1	11.1	i	i	i	i	i	i	-1.0	i	i	i
Cc1ccc2c(c1)c(N=Nc1ccc([N+](=O)[O-])cc1)c(O)n2C	4.2	i	i	i	i	i	i	0.6	i	i	i
CC12CCC(=O)N1C(C(=O)Nc1ccc(F)c(F)c1F)CS2 (centres undefined)	-1.5	i	i	i	i	i	i	-6.3	i	i	i
O=C(CSc1nc2ccsc2c(=O)n1CC1CCC(C(=O)O)CC1)c1ccc(F)cc1 (centres undefined)	24.9	i	i	i	i	i	i	-1.8	i	i	i
CC(C)C1Nc2ccc(C(=O)NCCCN3CCOCC3)cc2NC1=O (centres undefined)	-9.5	i	i	i	i	i	i	-7.9	i	i	i
Cc1ccc(C2NC(=O)NC(O)(C(F)(F)F)C2C(=O)c2ccccc2)o1 (centres undefined)	3.6	i	i	i	i	i	i	-13.0	i	i	i
COc1ccccc1CNS(=O)(=O)c1c(C)[nH]c(C)c1C(=O)N1CCCC1	-3.0	i	i	i	i	i	i	-0.8	i	i	i
CCCCOc1ccc(C(=O)NCc2ccccn2)cc1	-11.3	i	i	i	i	i	i	0.5	i	i	i
Cn1nc(OC(=O)Nc2ccccc2)cc1C(F)(F)F	4.7	i	i	i	i	i	i	-12.9	i	.	i
CC(C)CNC(=O)CN(C1CCCCC1)S(=O)(=O)c1ccccc1	-0.3	i	i	i	i	i	i	2.4	i	i	i
CC(C)c1ccccc1NC(=S)NC1CCN(Cc2ccccc2)CC1	-7.0	i	i	i	i	i	i	.	i	i	i
COc1ccccc1CN(C(=O)c1cnccn1)C(C(=O)NC1CCCCC1)c1cc(OC)c(OC)c(OC)c1 (centres undefined)	-1.8	i	i	i	i	i	i	3.2	i	i	i
CCOc1ccc(NC(=O)N[C@@H](Cc2ccccc2)C(=O)O)cc1	-6.3	i	i	i	i	i	i	-4.6	i	i	i
CCS(=O)(=O)N1CCC(C(=O)N2CCc3ccccc3C2)CC1	2.1	i	i	i	i	i	i	-4.3	i	i	i
CC(=O)Nc1ccc(NC(=O)CCCCCN2C(=O)c3ccccc3C2=O)cc1	1.9	i	i	i	i	i	i	1.3	i	i	i
CCCCCNC(=O)Cc1ccc(S(=O)(=O)N2CCOCC2)s1	29.3	i	i	i	i	i	i	-0.6	i	i	i
O=C(CCS(=O)(=O)c1ccc(Br)s1)NCc1cccs1	0.1	i	i	i	i	i	i	6.8	i	i	i
O=C(CN1C(=O)NC2(CCCC2)C1=O)OCc1ccc(Cl)cc1Cl	10.6	i	i	i	i	i	i	1.7	i	i	i
Cc1cccc(CC2SC(N)=NC2=O)c1 (centres undefined)	0.1	i	i	i	i	i	i	-2.3	i	i	i
CCn1c(=O)n(CC)c2cc(N3CCCC3)c(NC(=O)c3cccc(Cl)c3)cc21	6.5	i	i	i	i	i	i	-0.3	i	i	i
COCCN(C(=O)COC(=O)CCOc1ccccc1)c1c(N)n(Cc2ccccc2)c(=O)[nH]c1=O	13.7	i	i	i	i	i	i	-3.9	i	i	i
CC(C)c1ccc(NC2=CC(=O)CC(C)(C)C2)cc1	-2.2	i	i	i	i	i	i	4.6	i	i	i
COCC(=O)Nc1nnc(COc2ccccc2)s1	-7.5	i	i	i	i	i	i	1.5	i	i	i
N#Cc1ccccc1Cn1c(=O)n(-c2ccc(CC(=O)NCc3ccco3)cc2)c(=O)c2sccc21	-5.8	i	i	i	i	i	i	-1.6	i	i	i
COc1ccc(S(=O)(=O)Nc2cc(OC)c(NC(=O)c3ccco3)cc2OC)cc1	5.0	i	i	i	i	i	i	5.1	i	i	i
O=C(NCCN1C(=O)C2C3C=CC(C3)C2C1=O)Nc1ccccc1 (centres undefined)	-2.7	i	i	i	i	i	i	-6.6	i	i	i
O=c1[nH]oc(O)c1-c1ncc(C(F)(F)F)cc1Cl	-8.5	i	i	i	i	i	i	3.5	i	i	i
CCOC(=O)C(C)Oc1cccc2c(=O)n(CC(=O)NCCc3ccccc3)ccc12 (centres undefined)	-0.2	i	i	i	i	i	i	-3.4	i	i	i
CN(C(=O)CSc1nnc(COc2ccccc2F)n1N)C1CCCCC1	-10.6	i	i	i	i	i	i	-1.2	i	i	i
COc1ccc(CNS(=O)(=O)CCNC(=O)c2ccc(OC)cc2)cc1	-2.2	i	i	i	i	i	i	0.9	-4.9*	i	i
O=c1cc(CO)oc(CN2CCN(CCO)CC2)c1O	2.8	i	i	i	i	i	i	-9.1	i	i	i
S=C(NCc1ccco1)N/N=C/c1ccc(Cl)cc1	-20.2	i	i	i	i	i	i	1.9	i	i	i
CCOC(=O)C1=C(C)N=C2SC(C)C(=O)N2C1c1ccc(C(=O)OC)cc1 (centres undefined)	4.4	i	i	i	i	i	i	14.2	i	i	i
COc1ccc(Br)cc1S(=O)(=O)NCCN1CCOCC1	2.7	i	i	i	i	i	i	2.1	i	i	i
O=C(CSc1nc2ccccc2c(=O)n1CCCN1CCOCC1)NC12CC3CC(CC(C3)C1)C2	-11.8	i	i	i	i	i	i	.	i	i	i
COc1cccc(CN2C(=O)[C@H]3Cc4c([nH]c5ccccc45)C(C)(C)N3C2=O)c1	15.8	i	i	i	i	i	i	1.5	i	i	i
COc1ccc(OCc2nnc(SCC(=O)NC3CC4CCC3C4)o2)cc1 (centres undefined)	0.1	i	i	i	i	i	i	-1.8	i	i	i
CC1=C(C(N)=O)C(c2ccccc2)n2nc(-c3cccs3)nc2N1 (centres undefined)	-4.2	i	i	i	i	i	i	-10.1	i	i	i
O=C1C2(CCC13COC(c1ccc(O)cc1)OC3)COC(c1ccc(O)cc1)OC2 (centres undefined)	-1.8	i	i	i	i	i	i	2.4	i	i	i
CC(C)[C@H](Nc1ccc(S(=O)(=O)N2CCOCC2)cc1[N+](=O)[O-])C(=O)OCC(=O)N(C(C)C)C(C)C	2.8	i	i	i	i	i	i	6.0	i	i	i
O=C(CSc1n[nH]c(=O)[nH]c1=O)NC1CCCCC1	-6.1	i	i	i	i	i	i	0.2	i	i	i
O=C(NC1CCCCC1)n1c(=O)oc2cc(S(=O)(=O)N3CCCCC3)ccc21	-11.6	i	i	i	i	i	i	-3.9	i	i	i
C/C(=N\OC(=O)c1ccc(F)cc1)c1sc(-c2ccccc2)nc1C	-9.3	i	i	i	i	i	i	16.0	i	i	i
COc1ccc(CC(=O)NC(C)(C)CC(C)=O)cc1OC	-3.1	i	i	i	i	i	i	-2.2	i	i	i
O=C(N/N=C\c1cccc(Br)c1)c1ccccc1-n1cccc1	-1.3	i	i	i	i	i	i	6.9	i	.	i
O=C(OCc1ccccc1C(F)(F)F)c1cc([N+](=O)[O-])ccc1N1CCOCC1	11.2	i	i	i	i	i	i	-1.7	i	i	i
COc1ccc(CCNC(=S)Nc2ccc(S(=O)(=O)Nc3ncccn3)cc2)cc1OC	3.0	i	i	i	i	i	i	2.4	i	i	i

The list goes on.
SMILES	SKKanGAS inh	MrgX1 agonist	MrgX1 allo act	RGS4 act	TMEM16A inh	TRPC6 inhibitor	RGS4 inh	HDAC3 inhib	MrgX1 antag	ANO1 activ	TRPC6 activator
CCCn1c(N)c(C(=O)CSc2n[nH]c(-c3ccc(C)cc3)n2)c(=O)[nH]c1=O	-0.6	i	i	i	i	i	i	10.6	i	i	i
O=C(NNc1cccc(Cl)n1)c1ccc(Cl)nc1	1.9	i	i	i	i	i	i	-3.1	i	i	i
O=c1cc(-c2ccccc2)nc2nc(CCc3ccccc3)[nH]n12	34.5	i	i	i	i	i	i	8.3	i	i	i
COc1ccc(C(=O)Nc2ccc(Cl)cc2C(=O)NCCO)cc1	0.1	i	i	i	i	i	i	-2.9	i	i	i
COc1ccc(C2(CNC(=O)c3ccc(C)cc3)CCOCC2)cc1	3.9	i	i	i	i	i	i	1.3	i	i	i
O=C(NCc1ccco1)c1cnn2c(C(F)(F)F)cc(-c3cccs3)nc12	2.1	i	i	i	i	i	i	-0.1	i	i	i
CCNC(=S)NN=C1CCC(C(C)(C)C)CC1 (centres undefined)	1.7	i	i	i	i	i	i	0.3	i	i	i

Bioassay records as filed in PubChem BioAssay.
